Assay outcomes as filed in PubChem.
dFosB act: enhances mouse delta FosB homodimer DNA binding; P13346; purified delta FosB, TAMRA-CDK5 oligo fluorescence polarization; percent of positive-control signal above neutral wells; activation, % at 25 µM; actives 0.99% (n = 340,000);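 active means mean activation above about 17%, with every replicate also reaching it, limit read from the data, passing the limit was not always enough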;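 further: fluorescence polarization rise as delta FosB binds a TAMRA Cdk5 AP-1 oligo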
Target sequence (P13346 whole entry, looked up): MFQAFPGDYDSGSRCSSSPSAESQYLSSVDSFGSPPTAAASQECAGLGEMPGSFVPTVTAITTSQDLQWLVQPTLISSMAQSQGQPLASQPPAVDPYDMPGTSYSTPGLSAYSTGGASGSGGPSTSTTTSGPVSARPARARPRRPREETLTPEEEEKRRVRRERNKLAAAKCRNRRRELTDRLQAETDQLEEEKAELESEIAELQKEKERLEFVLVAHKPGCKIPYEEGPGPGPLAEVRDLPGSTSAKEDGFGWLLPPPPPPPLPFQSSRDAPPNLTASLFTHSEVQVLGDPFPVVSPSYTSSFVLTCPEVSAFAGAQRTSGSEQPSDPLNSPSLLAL
NSD2 inh: blocks human histone methyltransferase NSD2. NSD2 peptide methylation, AlphaScreen, 120 min. AID 743445. actives 0.54% (n = 310,000). O96028. inhibition, % at 12.5 µM; in the data active means inhibition above about 50%
CAL PDZ FP-1: blocks peptide binding to the human CAL PDZ domain. actives 0.92% (n = 300,000). AID 602252. inhibition, % at 24.9 µM. purified CAL PDZ, TMR-peptide fluorescence polarization, 1 h;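 active means mean inhibition of at least 30% with at least half of replicates also reaching 30%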;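 further: 0% = DMSO neutral control and 100% = excess unlabeled competitor peptide PRC23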
SR-BI DiI-HDL act: SR-BI HDL lipid transfer activation; CHO ldlA[mSR-BI] cells, DiI-HDL uptake fluorescence, 3 h; 100 = double the neutral-control signal; activation, % at 12.5 µM; actives 0.096% (n = 320,000); AID 504775;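 active means mean replicate activation of at least 60% and every replicate at or above 60%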;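 further: 0% = median plate neutral-control signal and 100% = twice that signal; values of inactives mirror those of a sister screen read the other way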
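Material: SR-BI-overexpressing, LDLR-lacking CHO cells; schedule: compound exposure 3 h, 37 °C; reagent: DiI-labelled HDL at 10 µg/mL final; technique: bottom-read fluorescence, 550/595 nm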
Rtt109 HAT inh: blocks Candida albicans Rtt109/Vps75 acetyltransferase activity; inhibition, % at 34.9 µM; actives 0.16% (n = 330,000); purified Rtt109/Vps75, ThioGlo CoA-SH fluorescence, 4 h; Q5AAJ8;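 active means inhibition of at least 50% in every replicate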
SR-BI HDL uptake: inhibitors of mouse SR-BI mediated HDL lipid uptake; inhibition, % at 12.5 µM; AID 488896; actives 0.96% (n = 320,000); ldlA[mSR-BI] CHO cells, DiI-HDL uptake fluorescence, 3 h; Q61009;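 active means mean replicate inhibition of at least 70% and a set share of replicates each scoring 70 or more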;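 further: 0% = median of neutral control wells and 100% = median of positive control wells; values of inactives mirror those of a sister screen read the other way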
Target sequence (Q61009 whole entry, looked up): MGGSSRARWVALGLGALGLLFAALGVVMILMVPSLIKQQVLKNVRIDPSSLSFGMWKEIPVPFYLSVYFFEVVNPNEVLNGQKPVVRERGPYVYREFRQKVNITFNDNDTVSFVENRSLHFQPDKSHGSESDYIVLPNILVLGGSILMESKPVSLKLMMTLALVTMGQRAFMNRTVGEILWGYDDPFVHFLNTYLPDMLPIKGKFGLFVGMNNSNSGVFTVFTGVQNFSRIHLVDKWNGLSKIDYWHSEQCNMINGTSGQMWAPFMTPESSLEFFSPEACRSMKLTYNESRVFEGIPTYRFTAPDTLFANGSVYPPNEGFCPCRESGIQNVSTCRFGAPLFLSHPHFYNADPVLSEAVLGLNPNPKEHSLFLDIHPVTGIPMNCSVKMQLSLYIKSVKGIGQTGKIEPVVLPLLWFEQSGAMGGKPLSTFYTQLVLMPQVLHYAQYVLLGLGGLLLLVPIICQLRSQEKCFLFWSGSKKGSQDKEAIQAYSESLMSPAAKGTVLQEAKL
CAL PDZ FP-2: inhibitors of human CAL PDZ peptide binding | Q9HD26 | purified CAL PDZ, TMR-peptide fluorescence polarization, 1 h | inhibition, % at 20 µM | actives 0.02% (n = 330,000) | AID 504414;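 active means highest replicate inhibition of at least 40%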;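 further: plate controls were DMSO neutral control wells for no effect and unlabeled competitor peptide control wells for full effect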
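Material: tagged CAL PDZ protein CerCALP, purified; buffer or medium: sodium phosphate/NaCl buffer pH 7.4 with TCEP, IgG, Thesit; also added: fluorescent TMR peptide probe; schedule: 1 h incubation at room temperature before polarization reading; technique: fluorescence polarization from S- and P-plane intensities, G-factor corrected; control set: unlabelled peptide and DMSO controls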
MITF act: MITF TRPM1 promoter activation in melanoma cells; SK-MEL-5 TRPM1-promoter luciferase, 24 h; % of positive control, neutral wells = 0; activation, % at 12.5 µM; actives 0.75% (n = 300,000); AID 588334;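 active means mean activation of at least 80% with every replicate also reaching 80%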;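 further: 0% = neutral control wells and 100% = parthenolide positive control wells; values of inactives mirror those of a sister screen read the other way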
PfHsp90 yeast 2: inhibits growth of yeast expressing Plasmodium falciparum Hsp90; S. cerevisiae expressing PfHsp90, BacTiter-Glo ATP, 48 h; yeast lacking PDR1 and PDR3 efflux regulators; inhibition, % at 9.4 µM; actives 0.32% (n = 310,000); AID 504621;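 active means every replicate shows inhibition above about 80%, whatever the replicate mean, limit read from the data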;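 further: 0% = DMSO neutral controls and 100% = 20 µM radicicol positive controls; yeast relying on Plasmodium falciparum Hsp90 in place of its own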
PvdQ acylase: blocks Pseudomonas aeruginosa PvdQ acylase activity; inhibition, % at 10 µM; actives 0.063% (n = 340,000); purified PvdQ acylase, fluorescence plate reader; in the data active means inhibition above about 30%, passing the limit was not always enough;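 further: 0% = vehicle neutral wells and 100% = reference inhibitor wells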
Starred values were filed as active, the others as inactive; · = no result given. This is a random part of the collection; 4.3% or so of the library scored in one or more.

SMILES	dFosB act	NSD2 inh	CAL PDZ FP-1	SR-BI DiI-HDL act	Rtt109 HAT inh	SR-BI HDL uptake	CAL PDZ FP-2	MITF act	PfHsp90 yeast 2	PvdQ acylase
CCOc1ccc(/C=N/NC(=S)NC2CC3C=CC2C3)cc1 (stereo unspecified)	3	9	·	-14	-3	14	0.0	·	6	-8
O=C(Nc1nc(-c2cccs2)cs1)c1ccc(S(=O)(=O)N2CCCC2)cc1	7	-1	-3	-20	0	20	-3.0	-36	-22	-15
Cc1ccccc1N1CC(C(=O)Nc2nnc(SCc3ccccn3)s2)CC1=O (stereo unspecified)	-13	1	-1	13	13	-13	-1.2	-2	-10	-7
Cc1ccc(-c2csc(NC(=O)C3CC(=O)N(Cc4ccco4)C3)n2)cc1 (stereo unspecified)	-9	·	-8	-37	0	37	-0.7	3	·	-9
Cc1ccc(S(=O)(=O)N(C)C)cc1NC(=O)C1CCCCC1	-7	-2	-1	10	-4	-10	-0.6	-4	26	-10
Cc1ccc(/C=N/NC(=O)Cn2nnc(N)n2)cc1	-3	-1	-3	·	-1	·	-2.3	2	-13	-7
O=C(NNC(=O)C12CC3CC(CC(O)(C3)C1)C2)c1ccccc1O	2	-2	1	4	-3	-4	-1.5	-4	-20	-6
CCCCSc1nc2c(cnn2-c2ccc(Cl)cc2)c(=O)[nH]1	10	·	2	1	46	-1	-1.0	-7	-9	6
COc1ccc(NC(=S)N2CCC(C(=O)c3ccc(C)cc3)CC2)cc1	-9	3	0	-16	2	16	0.6	·	-14	-23
COc1ccc(-c2cc(C(F)(F)F)nc(-n3ccnc3C)n2)cc1	-4	-2	0	-36	0	36	-0.7	-7	-1	7
CC(=O)Nc1ccc(OCC(=O)NCc2ccc(C)cc2)cc1	4	1	7	9	-4	-9	-4.2	0	-21	-10
Cc1ccc(S(=O)(=O)Nc2ccc3c(c2)OCCO3)c(C)c1NS(C)(=O)=O	-3	-2	1	-3	-2	3	-2.0	6	-35	-9
NC12CC3CC(CC(C3)C1)C2	9	·	-1	21	-3	-14	-1.3	2	-26	2
O=C(NCCCC1CCCC1)C1CCC(=O)N(Cc2cccc(C(F)(F)F)c2)C1 (stereo unspecified)	-22	-1	0	-2	8	2	-2.9	-12	-25	-5
CN(Cc1c(C(=O)N/N=C/c2cccc(O)c2)nnn1-c1nonc1N)C1CCCCC1	-14	1	-2	18	13	-18	0.6	-3	5	5
COc1cccc(-c2sc3ccc(OC)cc3c2-c2ccc(OCCN3CCCC3)cc2)c1	-8	·	-8	13	4	-13	-1.6	-22	6	-11
CS(=O)(=O)N1CCN(C(=O)c2cccnc2)CC1	4	4	3	16	-4	-16	0.6	-5	-5	4
Cn1c2ccccc2c2ncn(CCCN3CCOCC3)c(=O)c21	-7	0	-11	16	8	-16	-3.2	-3	-12	-8
CCOC(=O)C(CCOc1cccc(CC)c1)C(=O)OCC	8	-5	-1	2	-1	-2	·	-8	-11	-11
CCOc1ccccc1NC(=S)NC(=O)CCc1ccccc1	-4	-1	0	-5	-4	5	-3.5	-4	-22	-7
Cc1cc(C)cc(N2C(=O)N(c3ccccc3C)C3CS(=O)(=O)CC32)c1 (stereo unspecified)	3	-3	-2	31	3	-31	-2.7	7	19	-12
C=CCOC(=O)c1ccc(-n2cncn2)nc1	1	-2	0	16	9	-16	-2.3	-11	10	8
O=C(COC(=O)c1cc(-c2ccccc2)nc2ccccc12)NC1CC1	-13	6	1	-23	3	23	0.1	3	-2	2
CN(CC(=O)Nc1cccc(F)c1)C(=O)c1ccc(NC2CC2)c([N+](=O)[O-])c1	-7	8	-3	24	-4	-24	-2.9	-8	7	1
Cc1ccc(-n2nc3c(c2NC(=O)c2cccs2)CS(=O)(=O)C3)cc1C	-10	1	0	-11	3	11	-0.2	0	20	-19

An excerpt from above in order of molecular weight, high to low.
SMILES	dFosB act	NSD2 inh	CAL PDZ FP-1	SR-BI DiI-HDL act	Rtt109 HAT inh	SR-BI HDL uptake	CAL PDZ FP-2	MITF act	PfHsp90 yeast 2	PvdQ acylase
O=C(Nc1nc(-c2cccs2)cs1)c1ccc(S(=O)(=O)N2CCCC2)cc1	7	-1	-3	-20	0	20	-3.0	-36	-22	-15
O=C(COC(=O)c1cc(-c2ccccc2)nc2ccccc12)NC1CC1	-13	6	1	-23	3	23	0.1	3	-2	2
Cc1ccc(/C=N/NC(=O)Cn2nnc(N)n2)cc1	-3	-1	-3	·	-1	·	-2.3	2	-13	-7

Carrying on:
SMILES	dFosB act	NSD2 inh	CAL PDZ FP-1	SR-BI DiI-HDL act	Rtt109 HAT inh	SR-BI HDL uptake	CAL PDZ FP-2	MITF act	PfHsp90 yeast 2	PvdQ acylase
CCN(CC)S(=O)(=O)c1ccc(F)c(C(=O)NCCCN2CCOCC2)c1	4	6	0	9	12	-9	0.3	-5	3	-10
COc1cc(C2SCC(=O)N2Cc2ccccc2)cc(OC)c1OC (stereo unspecified)	-12	-1	1	·	0	·	-1.0	-6	9	-20
CCC(CC)C(=O)Nc1cccc(-c2ccc3nncn3n2)c1	-5	-1	·	-28	3	28	-1.9	2	-2	-14
Cc1ccc(-c2ccc(SCC(=O)c3ccccc3)nn2)cc1	1	1	-1	-21	-14	21	-1.7	36	-18	5
O=C(C1=C[C@@H](C2CC2)C[C@@H](OCc2ccc(CO)cc2)O1)N1CCN(Cc2ccccc2)CC1	5	·	-1	-11	9	11	-22	-10	10	2
CCOc1cc(/C=C(\C#N)C(=O)Nc2ccccc2C(=O)O)ccc1OC(=O)c1ccc(C)cc1	4	0	0	1	2	-1	-2.6	·	-3	-12
COc1ccccc1N1CCN(S(=O)(=O)c2cc(C)sc2C)CC1	-8	·	-22	2	-4	-2	-0.1	·	-7	-12
O=C(Cn1nnc(-c2ccccc2F)n1)Nc1ccc(S(=O)(=O)NC2CCCC2)cc1	5	-2	-7	-38	-2	38	-0.7	5	-6	-23
CN(CCOc1ccc(Cl)cc1)C(=O)c1ccc2c(=O)n3c(nc2c1)CCC3	-6	-2	-1	-20	-3	20	-3.2	-12	·	-15
CCOC(=O)N/N=C/c1cn(CCCOc2ccc(C)cc2)c2ccccc12	-11	-5	-1	-72	47	72*	-1.6	51	15	4
CC(C)(C)C1CCC2(CC1)Nc1cccc3cccc(c13)N2	9	0	-4	-13	5	13	0.0	-12	8	-1
CC(C)(C)c1csc(NC(=O)c2ccncc2)n1	-5	-5	-2	-20	-10	20	0.1	-8	11	-8
COc1ccc(-c2c(C)nc(N)nc2-c2ccc(OCc3ccc(C)cc3)cc2O)cc1OC	-6	-2	-2	-15	4	15	-1.6	-8	3	7
C/C(=N/NC(=O)CN1CCN(S(=O)(=O)c2ccc(Br)cc2)CC1)c1ccco1	-9	10	0	15	2	-15	-1.5	2	5	-5
Cc1ccc(C(C(=O)NC2CCCCC2)N(C(=O)CCCC(=O)Nc2ccccn2)c2ccc3c(c2)OCCO3)cc1 (stereo unspecified)	-3	2	-2	19	-10	-19	-2.5	3	-2	-6
O=C(Nc1cccc(F)c1)C1CCCN(S(=O)(=O)c2ccccc2)C1 (stereo unspecified)	-7	-3	-1	10	3	-10	-2.9	-5	34	-11
CCC(=O)Nc1cccc(NC(=O)c2cc3ccccc3o2)c1	-15	1	-3	7	-1	-7	-2.9	·	3	-8
O=C1NC(=Nc2ccccc2)S/C1=C\c1cccs1	10	-1	-1	29	-7	-29	-1.3	53	-2	-9
O=C(O)/C=C/c1coc2ccccc2c1=O	0	-2	-1	8	2	-8	0.7	1	7	-13
CC1(C)CN(c2ccc(F)cc2)C1=O	3	0	-3	20	-2	-20	0.2	5	20	-6
CS(=O)(=O)NCCn1ccc2ccccc21	-2	-1	-1	31	·	-31	-1.3	8	-3	-6
Nc1c(Cl)cc(C2=NCCn3c2c2ccc(C(F)(F)F)cc2[n+]3[O-])cc1Cl	-4	·	1	-19	-9	19	-38	-10	14	4
COC(=O)N/N=C(\C)c1ccc2ccccc2c1OC(F)F	-14	2	0	-12	-4	12	-1.2	32	4	-9
O=C(c1ccc(Cl)c(S(=O)(=O)NCc2cccnc2)c1)N1CCCC1	4	4	·	22	-5	-22	-0.7	7	-7	-8
CC(C)(C)C(=O)COC(=O)c1cc(-c2cccnc2)nc2ccccc12	-41	-1	·	-11	15	11	-2.4	-8	23	-17
CCc1nnc(NS(=O)(=O)c2ccc(NC(=O)c3cc(Cl)ccc3OC)cc2)s1	-14	0	3	2	4	-2	-0.9	15	-4	-13
Cc1ccc(C(=O)NCC(=O)OCC(=O)c2ccc(C)c([N+](=O)[O-])c2)cc1	-3	-1	-1	26	-7	-26	-0.1	5	0	6
COc1ccc(S(=O)(=O)N2CCN(CCO)CC2)cc1-c1nnc2c3ccccc3c(C)nn12	-13	·	·	1	1	-1	-0.4	-9	2	7

Full records from above. Order of screens: dFosB act	NSD2 inh	CAL PDZ FP-1	SR-BI DiI-HDL act	Rtt109 HAT inh	SR-BI HDL uptake	CAL PDZ FP-2	MITF act	PfHsp90 yeast 2	PvdQ acylase
Listed for `CCN(CC)S(=O)(=O)c1ccc(F)c(C(=O)NCCCN2CCOCC2)c1` → 4	6	0	9	12	-9	0.3	-5	3	-10
Listed for `O=C(C1=C[C@@H](C2CC2)C[C@@H](OCc2ccc(CO)cc2)O1)N1CCN(Cc2ccccc2)CC1` → 5	·	-1	-11	9	11	-22	-10	10	2
Listed for `CC(C)(C)C(=O)COC(=O)c1cc(-c2cccnc2)nc2ccccc12` → -41	-1	·	-11	15	11	-2.4	-8	23	-17
Listed for `O=C(Nc1cccc(F)c1)C1CCCN(S(=O)(=O)c2ccccc2)C1` (stereo unspecified) → -7	-3	-1	10	3	-10	-2.9	-5	34	-11
Listed for `CCOc1cc(/C=C(\C#N)C(=O)Nc2ccccc2C(=O)O)ccc1OC(=O)c1ccc(C)cc1` → 4	0	0	1	2	-1	-2.6	·	-3	-12

SR-BI HDL uptake, hit marks shown above
SMILES	dFosB act	NSD2 inh	CAL PDZ FP-1	SR-BI DiI-HDL act	Rtt109 HAT inh	SR-BI HDL uptake	CAL PDZ FP-2	MITF act	PfHsp90 yeast 2	PvdQ acylase
CCOC(=O)N/N=C/c1cn(CCCOc2ccc(C)cc2)c2ccccc12	-11	-5	-1	-72	47	72*	-1.6	51	15	4
